# hK5 inh: blocks human kallikrein 5 protease activity. Q9Y337. recombinant hK5, fluorogenic AMC substrate cleavage. inhibition, % at 5 µM. actives 0.59% (n = 210,000). AID 873;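 active = inhibition of 40% or more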;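 also: 0% = enzyme controls without compound and 100% = no-enzyme blanks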
# Hck Nef HTS: human Hck-Nef kinase inhibition. Recombinant Hck-YEEI plus Nef, Z-Lyte FRET kinase assay. P08631. inhibition, % at 20 µM. actives 0.68% (n = 220,000);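 active = Hck-Nef kinase inhibition above about 50%, limit read from the data; inactive = inhibition below that limit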;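 also: 0% = DMSO with Hck plus Nef and 100% = Hck alone without Nef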
# Runt-SMMHC FRET: Runt domain-CBFb-SMMHC interaction inhibition. Q01196+Q13951. Cerulean-Runt/Venus-CBFb-SMMHC FRET ratio 530/480, 1 h. inhibition, % at 20 µM. actives 0.74% (n = 220,000);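 active = mean inhibition across duplicate retests at 20 µM reaching about 50%, limit read from the data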;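 also: 0% = DMSO wells and 100% = wells with excess untagged CBFb-SMMHC; inhibitors lower the FRET ratio by blocking Runt binding to CBFb-SMMHC; some results filed as inactive read as strong as hits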
# Runt-CBFb FRET: blocks binding of human RUNX1 Runt domain to CBFb; actives 0.46% (n = 220,000); inhibition, % at 20 µM; Cerulean-Runt/Venus-CBFb FRET ratio 530/480, 1 h; Q01196+Q13951;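 active = inhibition over about 50% at 20 µM in the single-dose screen, limit read from the data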;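 also: 0% = DMSO wells and 100% = excess unlabeled CBFb competitor control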
#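 Schedule: protein complex preformed 1 h, compound exposure 1 h, room temperature, dark; test system: Cerulean-labeled Runt domain protein; amount: 100 nM per protein; buffer or medium: Tris 50 mM pH 7.5, KCl, K2SO4, 0.01% BSA; read-out: loss of energy transfer signal; detection: FRET fluorescence; controls: 5 µM unlabeled CBFb as full-inhibition high control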
# FXIIa inh: blocks human coagulation factor XIIa protease activity; P00748; purified FXIIa, Boc-QGR-AMC fluorogenic substrate, 2 h; inhibition, % at 5 µM; actives 0.3% (n = 220,000); AID 800; in the data active = inhibition above about 40%;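 also: 0% = enzyme with no compound and 100% = blank without enzyme; many of its hits are not listed in these tables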
# 14-3-3 Bad inh: disrupts binding of bovine 14-3-3 zeta to phospho-Bad peptide; P63103; TR-FRET 14-3-3zeta/Dy647-pBad peptide displacement, 1 h; inhibition, % at 21.7 µM; actives 0.71% (n = 220,000); AID 781;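 active = inhibition above about 70%, limit read from the data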;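 also: 0% = full 14-3-3 plus peptide FRET controls and 100% = background without 14-3-3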
# Target sequence (P63103 whole entry, looked up): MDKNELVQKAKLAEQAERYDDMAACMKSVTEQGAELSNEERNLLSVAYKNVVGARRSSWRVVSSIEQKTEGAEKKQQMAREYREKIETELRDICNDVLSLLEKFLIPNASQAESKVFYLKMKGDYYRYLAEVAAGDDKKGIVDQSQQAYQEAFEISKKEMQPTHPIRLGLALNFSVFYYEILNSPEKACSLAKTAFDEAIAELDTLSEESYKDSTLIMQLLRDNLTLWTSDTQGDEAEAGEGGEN
# FXIa inh 1536: factor XIa (human) inhibition; actives 0.14% (n = 220,000); inhibition, % at 5 µM; purified FXIa, Boc-Glu-Ala-Arg-AMC fluorogenic substrate; P03951; AID 798;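 active = inhibition of at least 40%; inactive = inhibition below 40%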;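 also: fluorescence of freed AMC excited at 355 nm; 0% = enzyme without compound and 100% = no enzyme blank; many of its hits are not listed in these tables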
# Wee1 stabilizer: blocks degradation of human Wee1 kinase | P30291 | HeLa Luc-Wee1K328M stability, luciferase luminescence; 100% = proteasome inhibitor MG132 effect | reporter increase, % at 5 µM | actives 1.2% (n = 220,000) | AID 1321;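 active = activation above the mean of all tested compounds plus 3 SD, set per screening run, cut at about 8.8% in these data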;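 also: cells exposed to compound for 20 h before luminescence read; 0% = DMSO alone and 100% = MG132 at 30 µM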
# Target sequence (P30291 whole entry K328M): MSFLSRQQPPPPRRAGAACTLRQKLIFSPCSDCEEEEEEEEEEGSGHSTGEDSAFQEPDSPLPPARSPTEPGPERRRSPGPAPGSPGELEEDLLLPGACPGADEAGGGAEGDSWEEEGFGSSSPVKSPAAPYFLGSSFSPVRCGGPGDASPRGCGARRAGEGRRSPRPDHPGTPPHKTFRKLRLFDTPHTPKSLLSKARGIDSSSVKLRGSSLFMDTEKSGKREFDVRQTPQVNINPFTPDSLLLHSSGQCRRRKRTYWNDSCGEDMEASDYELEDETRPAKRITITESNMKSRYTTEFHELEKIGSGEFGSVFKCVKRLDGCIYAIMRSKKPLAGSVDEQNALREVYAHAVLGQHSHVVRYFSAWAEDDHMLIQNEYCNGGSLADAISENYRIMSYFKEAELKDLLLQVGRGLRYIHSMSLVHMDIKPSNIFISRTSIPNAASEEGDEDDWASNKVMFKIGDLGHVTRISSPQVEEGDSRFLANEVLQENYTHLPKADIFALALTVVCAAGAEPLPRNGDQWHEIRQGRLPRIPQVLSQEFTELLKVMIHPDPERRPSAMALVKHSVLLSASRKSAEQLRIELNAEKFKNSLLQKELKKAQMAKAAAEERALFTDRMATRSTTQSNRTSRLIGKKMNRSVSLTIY
# Thrombin inh: inhibitors of human thrombin. P00734. inhibition, % at 5 µM. alpha-thrombin, Boc-VPR-AMC fluorogenic substrate cleavage. actives 0.26% (n = 220,000);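 active = inhibition at or above 40%; inactive = inhibition below 40%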;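 also: 0% = enzyme with no compound and 100% = wells without enzyme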
#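 Test system: human alpha-thrombin; medium: pH 7.5 Tris-saline with Tween 20; times: reaction at room temperature; signal: AMC fluorescence at 355 nm excitation and 460 nm emission; also added: Boc-VPR-AMC substrate, 15 µM final; dosing: one concentration per compound, 5 µM, with 0.2% DMSO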
# * = called active by the depositor; . = not tested or not shown; + = active, no number; [ ] = remark or other dose.
SMILES,hK5 inh,Hck Nef HTS,Runt-SMMHC FRET,Runt-CBFb FRET,FXIIa inh,14-3-3 Bad inh,FXIa inh 1536,Wee1 stabilizer,Thrombin inh
CCCCN(CC)S(=O)(=O)c1ccc(C(=O)Nc2nnc(CSC)o2)cc1,-44,2,4,4,23,6,4,-1,4
CC(C)CSC1=NSC2=NC(=O)/C(=C\c3coc4ccccc4c3=O)C(=N)N12,-4,16,13,-52,9,0,5,-1,-1
CC(=O)n1cc([C@H]2C=C(C(=O)O)O[C@@H](OCCCCO)C2)c2ccccc21,-3,5,-1,1,2,-2,-5,3,-9
O=C(O)c1ccc2c(c1)C(=O)N(c1ccccc1-c1ccccc1)C2=O,-1,-3,1,-1,7,0,3,-2,-3
Cc1ccc(C(OCC(O)CNC(C)c2ccccc2)c2ccccc2)cc1 (stereo not drawn),2,18,2,-2,9,25,1,-1,-6
O=C(/C=C/c1ccc(Cl)cc1)NC(=S)Nc1ccccc1C(=O)O,2,4,-3,3,9,1,6,-2,0
CCn1ncc(Cl)c1C(=O)NC(C)c1ccccc1 (stereo not drawn),27,5,1,0,-12,4,-8,-3,-4
COc1ccc(/C=N\NC(=O)COc2ccccc2)c(C(=O)O)c1OC,-7,3,0,1,-3,2[fluorescence artefact?],-3,-3,-8
COc1ccc2nc(N/C(N)=N/C(=S)Nc3cccc(C)c3)nc(C)c2c1,-5,3,-5,-3,9,1,5,-1,4
CC1(C)C2CC=C(/C=N/NC(=O)c3ccccc3Br)C1C2 (stereo not drawn),-5,4,2,1,17,-3,9,-2,-5
Cc1ccccc1NC(=O)CSCCN1C(=O)c2ccccc2C1=O,0,3,-5,2,0,2,7,-4,0
O=C1C2C3C=CC(C3)C2C(=O)N1c1n[nH]c(CCc2ccccc2)n1 (stereo not drawn),-1,4,-2,2,16,-6,4,-2,-1
CCOC(=O)CSc1ccc2nnc(-c3cccs3)n2n1,-3,29,0,.,12,8,6,1,-5
CNC(=O)C(=O)Nc1c(O)c2ccccc2[nH]c1=O,-4,15,2,12,1,2,-4,-1,-12
O=C(NCc1ccccc1)NC(=O)c1ccccc1,-6,4,3,0,7,4,1,4,2

# Full records, quoted from the list. Values in the order: hK5 inh, Hck Nef HTS, Runt-SMMHC FRET, Runt-CBFb FRET, FXIIa inh, 14-3-3 Bad inh, FXIa inh 1536, Wee1 stabilizer, Thrombin inh
# COc1ccc(/C=N\NC(=O)COc2ccccc2)c(C(=O)O)c1OC as listed: -7, 3, 0, 1, -3, 2[fluorescence artefact?], -3, -3, -8
# CCOC(=O)CSc1ccc2nnc(-c3cccs3)n2n1 as listed: -3, 29, 0, ., 12, 8, 6, 1, -5
# CCn1ncc(Cl)c1C(=O)NC(C)c1ccccc1 (stereo not drawn) as listed: 27, 5, 1, 0, -12, 4, -8, -3, -4
# CC(=O)n1cc([C@H]2C=C(C(=O)O)O[C@@H](OCCCCO)C2)c2ccccc21 as listed: -3, 5, -1, 1, 2, -2, -5, 3, -9

# More results
SMILES,hK5 inh,Hck Nef HTS,Runt-SMMHC FRET,Runt-CBFb FRET,FXIIa inh,14-3-3 Bad inh,FXIa inh 1536,Wee1 stabilizer,Thrombin inh
COCCCn1c(=O)/c(=C\c2ccc(OC(F)F)c(OC)c2)s/c1=C(/C#N)C(N)=O,2,8,81*,-89,3,4,-2,1,-3
C=CCNC(=S)N1CCN(CCN=CC2=C(O)CC(c3ccco3)CC2=O)CC1 (stereo not drawn),-12,2,-3,5,3,-15,-6,-3,-4
Nc1ccccc1OCCOCCOCCOc1ccccc1N,4,0,2,2,19,-11,12,0,8
COc1cccc(/C=C/C(=O)OC(C)C(=O)Nc2c(C)n(C)n(-c3ccccc3)c2=O)c1 (stereo not drawn),-2,9,-5,0,4,2,0,0,0
S=C1NC[C@H](c2ccccc2)N1CC1CCCCC1,0,-1,5,-3,6,-6,-2,-1,-6
COc1ccc(C(C(=O)NC2CCCC2)N(Cc2ccccc2)C(=O)CNC(=O)c2ccco2)cc1 (stereo not drawn),-13,9,0,-1,0,-10[fluorescence artefact?],1,-2,-2
Cc1cccc(-c2nsc(SCC(=O)Nc3ccc4c(c3)OCO4)n2)c1,3,1,1,1,5,3,6,3,-5
O=C(OCc1c(Cl)cccc1Cl)c1cccnc1,7,0,-1,0,11,-1,0,1,-5
O=C(O)CCC(=O)Nc1ccc(Br)cc1C(=O)c1ccc(Cl)cc1,-1,15,-2,1,8,-4,1,-3,-6
O=C(CN1CCN(Cc2ccccc2)CC1)c1ccc(Br)cc1,-6,2,-4,1,33,41,18,-1,5
COc1ccc(NC(=S)Nc2ccc3cn[nH]c3c2)cc1,0,32,7,4,-1,-7,0,-2,49*
CCOC(=O)N1CCC(n2c(=S)[nH]c3cc(OC)c(OC)cc3c2=O)CC1,-16,1,-1,0,-4,-9,-9,1,4
N/C(CSc1ncccc1C(F)(F)F)=N\O,2,19,-1,-1,6,-5,11,-1,1
CC(C)(C)c1ccc(CNc2cc(N3CCOCC3)ccc2[N+](=O)[O-])cc1,5,-1,-3,-10,13,-24,8,-1,3
Cc1cc(NC(=O)c2ccc(Cl)c([N+](=O)[O-])c2)no1,2,-2,-5,2,9,-8,5,0,-2
COc1cccc(C2/C(=C(/O)c3cnn(-c4ccccc4)c3C)C(=O)C(=O)N2CCN(C)C)c1 (stereo not drawn),5,-5,-4,0,9,-17,2,-2,9
Cc1[nH][nH]c(=O)c1C(c1ccc(-c2ccc(Cl)cc2Cl)o1)c1c(C)[nH][nH]c1=O,-27,3,18,24,-9,-4,-1,0,-3
COc1ccc(CNC(=O)[C@H](C)NC(=O)C2CCN(S(=O)(=O)c3ccc(C)cc3)CC2)cc1,1,8,1,-1,-1,9[fluorescence artefact?],6,-1,1
O=C(Cc1cccs1)Nc1cccnc1,11,0,-1,2,0,3,-3,-1,-7
CCOC(=O)C1(CCCc2ccccc2)CCN(C(=O)[C@@H]2C[C@@H](C)NC(=S)N2)CC1,.,-2,-2,10,1,-3,-4,-4,-8
COC(=O)Cn1c(=NC(=O)c2ccc(S(=O)(=O)N3CCc4ccccc4C3)cc2)sc2cc(OC)ccc21,-15,4,-25,-34,0,-61,-53,2,-5
Cc1ccccc1NC(=S)NCCC(c1ccccc1)c1ccccc1,-11,-1,0,-3,12,-5,-6,-2,35
Cc1ccc(Cn2c(SCC(=O)N/N=C/c3ccc(C)o3)nc3ccccc32)cc1,-17,15,18,11,-2,11[fluorescence artefact?],-5,1,-11
CN(C1CCCCC1)S(=O)(=O)Cc1ccccc1,-10,0,1,2,22,-6,6,0,-8
O=C(N1CCN(c2ccccc2)CC1)C12CC3CC(CC(C3)C1)C2,18,0,-2,-2,2,7,-6,1,-5
COC(=O)c1nn(-c2ccccc2)c(=O)cc1O,-8,18,0,0,5,1,1,2,-9
CC(C)NS(=O)(=O)c1ccc(CCC(=O)N2CCOCC2)cc1,-16,3,-1,0,10,5,3,-2,-3
O=C(CSc1nnnn1-c1ccc2c(c1)OCCO2)N1CCc2ccccc21,-13,1,6,1,12,-1,3,-2,-7
COc1cccc(N2CCN(C(=S)Nc3cccc(C)c3)CC2)c1,-2,-1,3,3,-3,-6,3,-2,0
Brc1cnc2nc(SCc3nc4ccccc4[nH]3)[nH]c2c1,-21,19,2,1,9,-5,1,-2,8
COC(=O)c1ccccc1NC(=O)CN1CCC(n2nnc3cc(C(F)(F)F)ccc32)CC1,11,9,-10,-6,1,-7,-7,-1,-2
O=c1c2cc(Br)ccc2[nH]c(=S)n1Cc1cccnc1,-21,0,0,2,-1,-8[fluorescence artefact?],-9,-3,3
Cc1cccc(N2CCN(C(=S)Nc3ccc4nc(N5CCOCC5)cc(C)c4c3)CC2C)c1 (stereo not drawn),-6,1,0,5,.,-9,-6,0,-9
Cc1cc(/C(N)=N/OC(=O)c2cccc(Cl)c2)no1,-2,5,1,1,17,7,-3,2,5
CCCNS(=O)(=O)c1cccn1-c1ncc(C(F)(F)F)cc1Cl,0,3,0,1,-8,4,-5,-1,-6
COc1ccc2nc(Nc3sc4c(c3C(N)=O)CCCC4)sc2c1,-6,6,67*,45,-5,-7[fluorescence artefact?],3,-3,-3
N#C/C(=C\c1ccc(OCc2ccc(C(=O)O)cc2)cc1)C(=O)N1CCOCC1,-22,4,-1,-1,3,-37[fluorescence artefact?],0,-4,-6
Cn1c(CSc2nc3ccccc3n2C)nc2ccccc21,13,1,-1,-253,13,-5,0,-4,0
Cc1ccc(Cl)cc1N1CCN(S(=O)(=O)c2ccc3c(c2)OCCO3)CC1,-7,1,2,1,11,9,-5,-1,-1
CCOC(=O)c1cn(C2CC2)c2c(F)c(F)c(F)cc2c1=O,.,2,-3,-1,9,-5,0,-1,0
Cc1cc(N2CCN(c3ccc([N+](=O)[O-])c4cccnc34)CC2)c2ccccc2n1,-6,0,-24,-10,8,16,0,-2,-7
CCN1CCN(c2nc3c(c(=O)n(C)c(=O)n3C)n2CCSc2ncccn2)CC1,-5,0,-2,0,-6,0[fluorescence artefact?],-4,4,-11
CN(C)CCOC(=O)c1ccc2c(c1)S(=O)(=O)c1ccccc1C2=O,0,21,0,2,6,5,1,-1,1
CCOc1cccc(-c2cc(C(=O)N3N=C(C)CC3(O)C(F)F)c3ccccc3n2)c1 (stereo not drawn),0,-4,-3,-2,8,-1,0,1,-9
COc1cccc(C2CCCN2Cc2nc(-c3sccc3C)oc2C)c1 (stereo not drawn),-1,16,-4,-2,6,-7,-4,2,-9
N#C/C(=C/c1cccc([N+](=O)[O-])c1)C(=O)Nc1ccccc1O,1,20,-3,0,11,-4,2,3,-2
CC(C)(C)c1ccc(C(=O)Nc2ccc([N+](=O)[O-])cn2)cc1,-18,1,-2,0,-1,-2[fluorescence artefact?],-3,0,-9
CCOc1cc(-c2nc3ccccc3s2)ccc1O,-7,+,117*,55*,-5,4,-5,0,-9
COc1cccc(NC(=O)C2CCCCC2)c1,-9,-1,-1,1,18,-1,10,1,3
COc1ccc(C2=NN(CC(=O)Nc3ccccc3C)C(=O)CC2)cc1,1,9,3,1,7,1,0,0,1
CC1CN(c2ccc(C(=O)c3ccccc3C(=O)O)cc2[N+](=O)[O-])CC(C)O1 (stereo not drawn),-4,5,2,0,12,-10,1,6,-2
CC(C)CNC(=S)N1CCN(C(c2ccccc2)c2ccccc2)CC1,-19,7,4,4,5,-10[fluorescence artefact?],7,1,-8
COc1ccc(NC(=O)CC2C(=O)N(Cc3ccccc3)C(=S)N2CCN2CCOCC2)cc1 (stereo not drawn),0,22,2,0,7,-7,4,-2,.
O=c1c(C=NCCN2CCNCC2)c(-c2ccccc2)[nH]n1-c1ccc([N+](=O)[O-])cc1,0,23,-21,-7,3,-8,-5,1,-14
COc1ccc(CC2(CO)CCN(Cc3ccc4nsnc4c3)CC2)cc1,1,24,2,0,5,4,-4,-2,-7
CCCCCCC12CCC(C(=O)O)(CC1)CC2,-10,4,-1,-9,11,-1[fluorescence artefact?],-2,-1,0
CC(=O)Nc1ccc2nc(-c3ccc(Br)o3)[nH]c2c1,-8,1,7,19,6,-13,-1,0,-3
